Bioassay records: PubChem BioAssay, several laboratories
CHRM5 agonist = CHRM5 agonism in calcium assay. P08912. CHO-K1 hM5 cells, Fluo-8 calcium fluorescence; 0% DMSO wells, 100% maximal acetylcholine response. activation, % at 3 µM. 360,000 compounds, 0.19% hits. AID 624037;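 active = activation above the run's mean over test compounds plus 3 SD, cut at about 23% in these data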;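 note: signal is peak over basal fluorescence ratio across the kinetic read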
Target sequence (P08912 whole entry, looked up): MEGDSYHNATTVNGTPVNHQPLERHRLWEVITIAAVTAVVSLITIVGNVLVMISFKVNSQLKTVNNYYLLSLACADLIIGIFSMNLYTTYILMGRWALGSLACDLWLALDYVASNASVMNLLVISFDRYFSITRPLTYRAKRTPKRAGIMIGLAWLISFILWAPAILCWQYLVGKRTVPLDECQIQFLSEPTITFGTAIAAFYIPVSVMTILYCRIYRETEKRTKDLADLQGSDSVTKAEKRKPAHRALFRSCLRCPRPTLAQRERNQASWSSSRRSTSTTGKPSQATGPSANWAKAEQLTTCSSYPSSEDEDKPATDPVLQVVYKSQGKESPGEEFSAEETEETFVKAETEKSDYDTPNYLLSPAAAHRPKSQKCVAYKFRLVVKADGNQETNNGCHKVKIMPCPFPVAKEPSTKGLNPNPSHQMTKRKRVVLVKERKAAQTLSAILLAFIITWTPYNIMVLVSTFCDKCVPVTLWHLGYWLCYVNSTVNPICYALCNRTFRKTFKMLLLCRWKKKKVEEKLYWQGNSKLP
TAAR1 antag = human TAAR1 antagonism | Q96RJ0 | CHO RD-HGA16 TAAR1, Fluo-8 calcium fluorescence, antagonist | inhibition, % at 3 µM | 360,000 compounds, 1.5% hits | AID 624466;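 active = inhibition above a per-plate cutoff, the mean inhibition of test compounds on that plate plus 3 SD, cut at about 49% in these data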;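 note: 0% = DMSO plus EC80 beta-PEA response and 100% = DMSO alone without agonist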
Target sequence (Q96RJ0 whole entry, looked up): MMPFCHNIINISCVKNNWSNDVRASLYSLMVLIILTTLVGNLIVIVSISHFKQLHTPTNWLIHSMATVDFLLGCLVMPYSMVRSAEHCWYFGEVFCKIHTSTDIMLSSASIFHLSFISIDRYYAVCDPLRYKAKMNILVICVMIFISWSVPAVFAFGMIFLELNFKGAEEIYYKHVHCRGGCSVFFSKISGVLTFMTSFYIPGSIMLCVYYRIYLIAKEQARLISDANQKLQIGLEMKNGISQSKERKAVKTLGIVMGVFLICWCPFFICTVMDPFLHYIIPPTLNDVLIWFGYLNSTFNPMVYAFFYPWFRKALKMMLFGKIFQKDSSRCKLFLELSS
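System: RD-HGA16 CHO cells with stable hTAAR1 and Gα16 | Probe or stimulus: EC80 β-phenethylamine stimulus | Dosing: 3 µM, single point | Times: Dye loading 75 min at 37 °C, then 30 min room temperature | Measured by: Fluo-8 calcium-sensitive fluorescence | Read-out basis: % inhibition of agonist calcium response | Replicates: n of 1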
CRFBP-R2 agonist = agonists of human CRF-binding protein/CRF-R2 receptor complex | 350,000 compounds, 0.46% hits | HEK293 CRF-R2/CRF-BP, calcium dye fluorescence (FLIPR); percent of saturating CRF peptide response | activation, % at 13.2 µM;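 active = activation of at least 50%, plus an integration ratio under a set limit after plate pattern correction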;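 note: plate controls were neutral control wells without compound for no effect and CRF at EC100 for full effect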
CHRM5 antagonist = antagonists of human muscarinic M5 receptor (CHRM5); CHO-hM5 cells, Fluo-8 calcium fluorescence, ACh EC80; inhibition, % at 3 µM; 360,000 compounds, 0.59% hits;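 active = inhibition above a per-plate cutoff, the mean of that plate's test compounds plus 3 SD, cut at about 27% in these data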;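 note: 0% = acetylcholine EC80 with DMSO and 100% = DMSO without agonist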
M5 PAM = CHRM5 positive allosteric modulation; P08912; CHO-K1 hM5, Fluo-8 calcium, ACh EC20 PAM; 0% = ACh EC20, 100% = ACh EC100; activation, % at 3 µM; 360,000 compounds, 0.3% hits; AID 624038;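 active = activation above the run cutoff, the mean activation of all test compounds plus 3 SD, cut at about 18% in these data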
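Assay system: CHO-K1 hM5 cells / Incubation: Fluo-8 loading 80 min at 37 °C plus 30 min room temperature / Technique: Fluo-8 calcium dye fluorescence, kinetic read / Repeats: single replicate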
TAAR1 agonist = human TAAR1 agonism; AID 624467; activation, % at 3 µM; CHO RD-HGA16 TAAR1, Fluo-8 calcium fluorescence; vehicle wells 0%, saturating PEA agonist 100%; 360,000 compounds, 0.99% hits;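 active = activation above the mean activation of all test compounds in the run plus 3 SD, cut at about 38% in these data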
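Assay system – CHO-derived RD-HGA16 cells with stable Gα16 and human TAAR1 · Compound dosing – one-point dosing at 3 µM (nominal) · Incubation – 17-24 h seeding, 75 min 37 °C dye, 30 min RT · Measured by – kinetic Fluo-8 calcium fluorescence · Control set – DMSO vehicle as 0%, PEA at EC100 as 100% · Repeats – single well for each compound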
M1 PAM parental = counter-screen for M1 PAMs: effect in parental CHO-K1 cells; ATP EC20, Fluo-8 calcium fluorescence; 0% at ATP EC20, 100% at ATP max; activation, % at 3 µM; 360,000 compounds, 0.02% hits; AID 602247;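 active = activation above the run cutoff, the mean activation of all test compounds plus 3 SD, cut at about 40% in these data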;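 note: peak over basal fluorescence ratio in a 140 s read after ATP addition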
CRFR2-BP antag = antagonists of CRF-binding protein/CRF-R2 receptor complex | HEK293 CRF-R2/CRF-BP, CRF-induced calcium fluorescence | inhibition, % at 11.8 µM | 350,000 compounds, 0.59% hits | AID 588475;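 active = inhibition of the ligand-induced calcium signal above about 50% at the single tested concentration, limit read from the data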
M4 PAM = CHRM4 positive allosteric modulation. AID 624126. activation, % at 3 µM. CHO-K1 hM4/Gqi5, Fluo-8 calcium fluorescence, ACh EC20; 0% = ACh EC20, 100% = maximal ACh. 360,000 compounds, 0.4% hits;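 active = activation above its plate's cutoff, the mean activation of sample wells plus 3 SD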; note: some results filed as inactive read as strong as hits
Numbers without * were called inactive; . = no result given.

SMILES | CHRM5 agonist | TAAR1 antag | CRFBP-R2 agonist | CHRM5 antagonist | M5 PAM | TAAR1 agonist | M1 PAM parental | CRFR2-BP antag | M4 PAM
CN(c1ccc(C(=O)NCCSCc2ccco2)cc1)S(C)(=O)=O | 0 | 11 | -1.4 | 0 | -1 | 1 | 22 | 16 | 1
Cc1cc(C)cc(NC(=O)Cn2cc(C=O)c3ccccc32)c1 | -1 | 2 | -2.1 | -5 | -11 | 6 | 6 | 5 | -3
O=c1c2ccccc2nnn1CSc1nnc(-c2cccs2)n1Cc1ccccc1 | -1 | 7 | 0.8 | 7 | -6 | 6 | 15 | 3 | 0
CC(C)CC(C(=O)NCC1CCCO1)N(C(=O)Cn1nnc(-c2ccc(F)cc2)n1)c1ccccc1F (stereo not given) | -1 | 24 | -0.4 | 7 | -6 | 11 | 10 | 12 | -13
O=C(Cn1cccc1C(=O)c1ccccc1)NCc1cccs1 | 0 | 4 | -1.5 | -3 | 2 | 16 | 19 | -2 | 3
CS(=O)(=O)c1ccc(S(=O)(=O)N2CCN(C(=O)C(O)c3ccccc3)CC2)cc1 (stereo not given) | 0 | 9 | . | -6 | 0 | 1 | . | . | -2
CC1(C)CC2CC(C)(CN2C(=O)COC(=O)c2cccc(O)c2)C1 (stereo not given) | 4 | -6 | 4.2 | 12 | -12 | 6 | -4 | 8 | 1
CCOC(=O)CSc1nnc(Cc2cc(=O)[nH]c(=O)[nH]2)n1-c1cccc(OC)c1 | -1 | 0 | 2.8 | -13 | 1 | 6 | 9 | -19 | 23
O=C1NC[C@@H](Cc2cccc3ccccc23)N(CCc2cc(C(F)(F)F)cc(C(F)(F)F)c2)C1=O | 5 | 8 | 0.6 | 10 | -5 | 15 | -10 | -2 | 6
Cc1ccc(C(=O)COC(=O)CCC(=O)NC2CCCCC2)cc1[N+](=O)[O-] | -3 | 13 | 0.3 | 3 | -2 | 3 | 20 | -8 | 2
O=C(O)CC1(O)C(=O)N(Cc2ccccc2)c2ccccc21 (stereo not given) | 1 | -7 | 0.7 | 0 | 1 | 7 | -16 | -1 | -3
CN1CCN(C(=O)C23CC4CC(C2)CC(c2ccccc2)(C4)C3)CC1 | -10 | -11 | 7.7 | 2 | -2 | 5 | 20 | -47 | -6
CCN(CC)S(=O)(=O)c1ccc(N2CCN(c3ccccc3OC)CC2)c(N)c1 | 7 | 26 | -0.5 | 30* | -16 | 4 | -21 | 12 | -15
COCCNC(=S)N/N=C(\C)c1ccc(Cl)c(Cl)c1Cl | 1 | 16 | -4.4 | -1 | 3 | -1 | 26 | 6 | 10
COc1ccc(OC)c(NC(=O)Cn2cc(C#N)c3ccccc32)c1 | 2 | 6 | -1.3 | -11 | 3 | 0 | 24 | -15 | 8
CN1CCn2cnc(C(=O)Nc3ccc(Cl)cc3)c2C1=O | 1 | -10 | 2.0 | 7 | -5 | 3 | -3 | 7 | 13
CC1(C)CNC(=O)c2sc(NC(=O)c3ccccc3)nc2C1 | -2 | 7 | -2.4 | 13 | -8 | 2 | 14 | 2 | 2
NC(=O)CC(NC(=O)c1cccc(Br)c1)c1ccc(NC2CCN(Cc3ccccc3)CC2)c([N+](=O)[O-])c1 (stereo not given) | -7 | 2 | 2.0 | 13 | -6 | 0 | 11 | 4 | -4
O=S(=O)(c1cccc2nsnc12)N1CCc2ccccc21 | -4 | 6 | -5.3 | 2 | 0 | 6 | 2 | 28 | 7
CCCCN1CC(=O)N2[C@H](c3ccc(Cl)cc3)[C@@H]3C(=O)N(CC)C(=O)[C@@H]3[C@]2(C)C1=O | 3 | -7 | 0.4 | 10 | 3 | 2 | 8 | -5 | 1

Gathered by group, the compounds so far containing fluorine
SMILES | CHRM5 agonist | TAAR1 antag | CRFBP-R2 agonist | CHRM5 antagonist | M5 PAM | TAAR1 agonist | M1 PAM parental | CRFR2-BP antag | M4 PAM
CC(C)CC(C(=O)NCC1CCCO1)N(C(=O)Cn1nnc(-c2ccc(F)cc2)n1)c1ccccc1F (stereo not given) | -1 | 24 | -0.4 | 7 | -6 | 11 | 10 | 12 | -13
O=C1NC[C@@H](Cc2cccc3ccccc23)N(CCc2cc(C(F)(F)F)cc(C(F)(F)F)c2)C1=O | 5 | 8 | 0.6 | 10 | -5 | 15 | -10 | -2 | 6

Next section
SMILES | CHRM5 agonist | TAAR1 antag | CRFBP-R2 agonist | CHRM5 antagonist | M5 PAM | TAAR1 agonist | M1 PAM parental | CRFR2-BP antag | M4 PAM
Cc1cc(NC(=O)CCN2C(=O)c3ccccc3C2=O)no1 | -1 | -6 | -0.6 | -2 | 1 | 13 | 8 | -6 | 8
COCCCN1C(=O)C(=O)/C(=C(/O)c2ccc(OC(C)C)c(C)c2)C1c1ccncc1 (stereo not given) | 2 | 7 | -1.6 | -8 | 2 | 20 | 22 | 25 | 4
CC(C)(C)OC(=O)N(Cc1ccccc1)Cc1ccc(OCc2cccc(NC(=O)C3CC3)c2)cc1 | -1 | 53* | 1.1 | 5 | -7 | 2 | -10 | 10 | -5
C[C@H](CO)N1C[C@H](C)[C@@H](CN(C)Cc2ccccc2)Oc2c(NS(=O)(=O)c3ccccc3)cccc2C1=O | -1 | -7 | 0.7 | -9 | 8 | 3 | 14 | -3 | 10
COc1cc(C(=O)NCCC(=O)NCCCN2CCCCC2)cc(OC)c1OC | -1 | 22 | -1.3 | -9 | 2 | 2 | -8 | -10 | 5
O=C(NCCCN1CCCC1=O)C1CCN(S(=O)(=O)c2ccc(F)cc2)CC1 | 1 | -3 | 0.3 | 2 | -1 | 2 | 1 | 25 | 11
CCC(C)(C)NC(=O)C(c1ccc(OC)cc1)N(CC1CCCO1)C(=O)CCC(=O)Nc1cc(C)on1 (stereo not given) | -2 | -7 | -5.3 | 4 | -4 | 10 | 12 | 14 | 4
COC(=O)CN(c1ccccc1)S(=O)(=O)c1ccccc1 | 0 | -7 | -0.2 | 7 | -4 | 4 | -5 | -2 | 4
Cc1cc(C)cc(-n2ncc3c2CCCC3NC(=O)c2cc(C)n(C)n2)c1 (stereo not given) | 0 | -9 | -4.4 | -4 | -4 | 4 | 4 | 7 | -7
Cc1cc(Cn2nc(C(=O)NCC3CC3)cc2-c2ccccc2)on1 | 2 | -21 | -5.1 | 4 | 13 | 11 | -2 | -3 | 0
CN(c1ccccc1)S(=O)(=O)c1cccc(NC(=O)CN2C(=O)NC3(CCCCC3)C2=O)c1 | 2 | 14 | 0.5 | 8 | -8 | 7 | 2 | 3 | 6
CCC(C)(C)NC(=O)C(c1ccc(F)cc1)N(Cc1ccco1)C(=O)c1snc(C(N)=O)c1N (stereo not given) | -2 | 2 | -4.3 | 9 | -7 | 2 | 7 | 11 | 1
COc1ccc(OCC(O)CNC(=O)Nc2ccccc2)cc1 (stereo not given) | -2 | -21 | -0.1 | 11 | 2 | 1 | 19 | 7 | -2
O=C(COc1ccccc1)Nc1nnc(-c2ccc3c(c2)CCCC3)o1 | -2 | -24 | 1.5 | 7 | -2 | -1 | 5 | 4 | 10
COc1ccc(C(=O)Nc2ccc(Oc3nc(C)nc4sc(-c5ccccc5)cc34)cc2)cc1OC | 0 | -18 | 19 | 0 | 4 | 3 | 2 | -20 | 13
CCCCc1nc2ccccc2c(=O)n1NC(=O)c1c(O)c2cccc3c2n(c1=O)CC3 | 1 | -11 | 0.2 | -6 | 3 | 0 | 23 | -5 | 14
Cc1cc(C)n(-c2nc(-c3ccc(Cl)cc3)cs2)n1 | -5 | 2 | 1.5 | -3 | 0 | 13 | 17 | -12 | 5
Clc1ccc(-c2nc3ccc(Cl)cn3c2Cc2ccccc2)cc1 | 0 | 8 | 0.4 | -4 | -3 | -1 | 12 | 4 | -1
O=[N+]([O-])c1ccc(C(O)C23CN4CN(CN(C4)C2)C3)cc1 (stereo not given) | -5 | 27 | 5.2 | -7 | -7 | 4 | -11 | -15 | -7
COc1cc(CC(=O)OCC(=O)Nc2ccc(N(C)C)cc2)cc(OC)c1OC | 4 | -17 | 0.5 | -9 | -2 | 2 | 9 | 2 | -5
Cc1ccc(Cl)cc1NC(=O)C1CC1c1ccccc1 (stereo not given) | -15 | -1 | 0.0 | 8 | -3 | -2 | -13 | 21 | -8
CN(C)S(=O)(=O)N1CCCC(C(=O)c2ccc(-c3ccccc3)c(F)c2)C1 (stereo not given) | 1 | 12 | -0.1 | 16 | -16 | 4 | -2 | -4 | -11
CC[C@]12c3[nH]c4ccc(Cl)cc4c3CCN1C(=O)[C@@H](CC(=O)NCCCn1ccnc1)C[C@@H]2C(=O)N1CCN(C(=O)C2CC2)CC1 | -2 | -20 | 5.6 | -8 | 1 | 2 | -9 | -7 | 4
CCc1ccc(N2CC(C(=O)OCC(=O)Nc3ccc([N+](=O)[O-])cc3)CC2=O)cc1 (stereo not given) | 5 | -9 | -1.0 | 3 | -8 | 10 | -19 | 2 | -7
O=C(NC(c1ccc(-c2ccccc2)cc1)c1cnccn1)C1CCN(CCCOc2ccccc2)CC1 (stereo not given) | 7 | 28 | . | 4 | -6 | 21 | 22 | . | -14
COc1ccc(NS(=O)(=O)c2ccc(C)c(NC(=O)c3ccc(C)c(S(=O)(=O)N4CCOCC4)c3)c2)cc1 | -1 | -6 | 2.8 | 15 | -6 | 3 | 15 | -4 | -11
O=C(NCc1cccnc1)c1ccc(NC(=O)c2cccc([N+](=O)[O-])c2)cc1 | 2 | -11 | 1.1 | -2 | 8 | 3 | 11 | 9 | 10
Cc1nc2c(-c3ccc(F)cc3)c(C)[nH]n2c(=O)c1Cl | -4 | 10 | -4.9 | 12 | -1 | 0 | 7 | 39 | 5
CCCSc1nsc(SCCC)c1C#N | 0 | 19 | 0.9 | 0 | 1 | 14 | 5 | -14 | 11
O=C(CN1C(=O)NC(c2ccccc2)(c2ccccc2)C1=O)NCCNCCO | 0 | -29 | 0.5 | 2 | 1 | 1 | 18 | 3 | -4
O=c1[nH]c(Cc2ccccc2Cl)nc2ccccc12 | -10 | 12 | -1.2 | 2 | -4 | -1 | -12 | -1 | 1
CCc1nc(SCC(=O)c2c[nH]c3ccccc23)n[nH]1 | 3 | 12 | 3.9 | 4 | 4 | 5 | 8 | -3 | 1

3 records drawn at random from those above:
SMILES | CHRM5 agonist | TAAR1 antag | CRFBP-R2 agonist | CHRM5 antagonist | M5 PAM | TAAR1 agonist | M1 PAM parental | CRFR2-BP antag | M4 PAM
O=c1[nH]c(Cc2ccccc2Cl)nc2ccccc12 | -10 | 12 | -1.2 | 2 | -4 | -1 | -12 | -1 | 1
COc1ccc(NS(=O)(=O)c2ccc(C)c(NC(=O)c3ccc(C)c(S(=O)(=O)N4CCOCC4)c3)c2)cc1 | -1 | -6 | 2.8 | 15 | -6 | 3 | 15 | -4 | -11
O=C(CN1C(=O)NC(c2ccccc2)(c2ccccc2)C1=O)NCCNCCO | 0 | -29 | 0.5 | 2 | 1 | 1 | 18 | 3 | -4

As entered above.
CRFR2-BP antag result of `Cc1ccc(Cl)cc1NC(=O)C1CC1c1ccccc1` (stereo not given) is entered as 21
TAAR1 agonist result of `O=C(NC(c1ccc(-c2ccccc2)cc1)c1cnccn1)C1CCN(CCCOc2ccccc2)CC1` (stereo not given) is entered as 21
